Screening results: PubChem BioAssay, several laboratories
OX1R antagonist: blocks the human orexin 1 receptor. hit rate 0.43% among 330,000. AID 434989. O43613. inhibition, % at 5 µM. CHO/OX1R cells, Fluo-8 calcium fluorescence, orexin A;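 active means inhibition above its plate's threshold, mean inhibition of all tested compounds on the plate plus 3 SD, cut at about 37% in these data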;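 further: 0% = orexin A challenge wells and 100% = SB-334867-A antagonist wells; not every result past the cut was called active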
Target sequence (O43613 whole entry, looked up): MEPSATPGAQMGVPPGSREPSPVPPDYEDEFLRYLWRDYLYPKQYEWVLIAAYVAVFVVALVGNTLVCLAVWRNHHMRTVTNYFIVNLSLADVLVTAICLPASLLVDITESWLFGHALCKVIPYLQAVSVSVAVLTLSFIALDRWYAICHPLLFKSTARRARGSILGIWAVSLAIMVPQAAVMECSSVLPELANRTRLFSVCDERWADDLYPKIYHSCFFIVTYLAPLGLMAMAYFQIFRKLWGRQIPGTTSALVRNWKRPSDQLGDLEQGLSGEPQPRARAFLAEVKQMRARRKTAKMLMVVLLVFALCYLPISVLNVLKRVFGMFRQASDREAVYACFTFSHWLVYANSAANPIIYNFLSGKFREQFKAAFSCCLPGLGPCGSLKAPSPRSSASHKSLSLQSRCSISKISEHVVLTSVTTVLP
CHT PAM: human CHT allosteric activation | AID 488977 | B-score at 10 µM | CHT-expressing cells, membrane potential dye, choline EC20; stronger effect = higher value; LV-AA mutant CHT in HEK293 cells | Q9GZV3 | hit rate 0.49% among 310,000;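 active means initial fluorescence not abnormally high and integrated response B-score, plate-corrected, over 3 SD above library mean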
Target sequence (Q9GZV3 whole entry, looked up): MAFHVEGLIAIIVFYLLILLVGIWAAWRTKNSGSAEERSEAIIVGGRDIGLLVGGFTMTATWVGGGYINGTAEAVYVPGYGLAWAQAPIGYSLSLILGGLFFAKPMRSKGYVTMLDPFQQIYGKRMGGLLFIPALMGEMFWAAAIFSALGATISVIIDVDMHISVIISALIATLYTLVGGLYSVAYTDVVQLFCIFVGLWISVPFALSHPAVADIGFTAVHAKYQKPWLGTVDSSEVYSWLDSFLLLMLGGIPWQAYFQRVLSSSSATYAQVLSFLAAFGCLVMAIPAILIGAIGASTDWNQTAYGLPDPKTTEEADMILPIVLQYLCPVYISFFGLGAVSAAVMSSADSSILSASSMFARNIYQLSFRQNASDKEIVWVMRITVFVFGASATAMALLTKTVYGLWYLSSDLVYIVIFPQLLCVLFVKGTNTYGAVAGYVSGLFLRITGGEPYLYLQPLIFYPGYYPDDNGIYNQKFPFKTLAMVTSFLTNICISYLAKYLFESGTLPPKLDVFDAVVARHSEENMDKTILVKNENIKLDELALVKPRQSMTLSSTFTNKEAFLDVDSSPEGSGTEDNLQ
An asterisk follows results filed as active; i = inactive; . = no result given.

The first 6 entries as a preview:
The line under a structure holds: OX1R antagonist | CHT PAM
CCC(C)[C@H](NC(=O)NCc1ccccc1Cl)C(=O)O (some centres undefined)
    0 | i
CCc1sc(C(C2C(=O)CC(C)(C)CC2=O)C2C(=O)CC(C)(C)CC2=O)cc1[N+](=O)[O-]
    -17 | i
Cc1cc(N2CCN(C)CC2)nc2ccc(NC(=O)CCC3CCCC3)cc12
    -46 | i
Cc1cc(C)n(-c2ccc(C(=O)Nc3sccc3C(N)=O)cc2)n1
    -11 | i
O=[N+]([O-])c1cccc(-c2nc(-c3ccncc3)no2)c1
    5 | 7.1*
NC(=O)Cc1c[nH]c2cccc(O)c12
    -4 | i

Main list, repeating the preview:
The line under a structure holds: OX1R antagonist | CHT PAM
CCC(C)[C@H](NC(=O)NCc1ccccc1Cl)C(=O)O (some centres undefined)
    0 | i
CCc1sc(C(C2C(=O)CC(C)(C)CC2=O)C2C(=O)CC(C)(C)CC2=O)cc1[N+](=O)[O-]
    -17 | i
Cc1cc(N2CCN(C)CC2)nc2ccc(NC(=O)CCC3CCCC3)cc12
    -46 | i
Cc1cc(C)n(-c2ccc(C(=O)Nc3sccc3C(N)=O)cc2)n1
    -11 | i
O=[N+]([O-])c1cccc(-c2nc(-c3ccncc3)no2)c1
    5 | 7.1*
NC(=O)Cc1c[nH]c2cccc(O)c12
    -4 | i
C#CCNC(=O)C1=C[C@@H](c2csc3ccccc23)[C@H](CCCO)[C@@H](OCC)O1
    -20 | i
CC(C)C(NC(=O)c1ccccc1)C(=O)OCC(=O)N1CCCCC1 (centres undefined)
    -14 | .
O=C(Nc1ccc(S(=O)(=O)Nc2ncccn2)cc1)c1ccccc1
    -10 | i
CC1(c2ccc(Cl)cc2)NC(=O)N(CC(=O)N2CCN(S(=O)(=O)c3ccccc3)CC2)C1=O (centres undefined)
    -13 | i
Cc1ccc(S(=O)(=O)N2CCN(C(=O)CCC(=O)Nc3ccc(F)cc3F)CC2)cc1
    -20 | .
Cc1[nH]cc(Br)c(=O)c1Oc1ncc(C(F)(F)F)cc1Cl
    -4 | i
CC(=O)Nc1nc2c(s1)C(=O)NCC(C)(C)C2
    -11 | i
COc1ccc(OCCC(=O)Nc2cc(C)on2)cc1
    -7 | i
CCCCN(CC)CCCNC(=O)CS(=O)(=O)Cc1nc(-c2cccc(OC)c2)oc1C
    2 | i
Cc1ccc(C(=O)OCCn2cc(C#N)c(=O)[nH]c2=O)cc1
    -15 | i
O=S(=O)(NCc1nc(-c2ccccc2)no1)c1ccc(F)cc1
    -1 | i
CC(C)=CCc1c(O)ccc(C(=O)Cc2ccccc2)c1O
    36 | i
Cc1c(NC(=O)/C(C#N)=C/c2ccc(-c3ccc(Cl)c(Cl)c3)o2)c(=O)n(-c2ccccc2)n1C
    -30 | i
O=C(Nc1ccc(F)cc1F)c1ccc(S(=O)(=O)NCc2ccco2)cc1
    1 | .
CC(C)(C)C(=O)Nc1nnc(SCc2ccc(F)cc2)s1
    -25 | i
Cc1nn(C)c(C)c1S(=O)(=O)N1CCC(C(=O)NCCC2=CCCCC2)CC1
    -28 | i
Cc1ccc(/C=N/NC(=O)CN(Cc2ccccc2)S(=O)(=O)c2ccc3c(c2)OCCO3)cc1
    -13 | i
CCN1C(=O)N[C@@H](c2ccccc2)[C@H](C(=O)OC)[C@H]1C
    -16 | i
Cc1cccnc1NC(=O)c1ccc(OCC2CCCO2)cc1 (centres undefined)
    -4 | .
CCc1cc2c(cc3c(=O)n(CC(=O)NCCCN4CCCCCC4)nc(CC)n32)s1
    -13 | i
CC(=O)Nc1ccc(NC(=O)CSc2nnnn2C2CCCCC2)cc1
    -38 | i
COc1cc(Cl)c(S(=O)(=O)N2CCN(Cc3ccc4c(c3)OCO4)CC2)cc1Cl
    -32 | i
Cc1cc(C)n(CC(C)Nc2nc3nonc3nc2N2CCCCC2)n1 (centres undefined)
    -15 | i
Cc1cc(C)c2nc(Cl)c(CN(Cc3ccco3)C(=O)Nc3ccccc3C)cc2c1
    8 | i
COc1ccc(OC)c(CN2C(=O)CCC2(C)C(=O)NC2CCCCCC2)c1 (centres undefined)
    -12 | i
Cc1noc(NS(=O)(=O)c2ccc(N/C=C/C(=O)c3ccccc3)cc2)c1C
    10 | i
O=[N+]([O-])c1ccc(OC/C=C2\Oc3ccc([N+](=O)[O-])cc3C2N2CCOCC2)cc1 (centres undefined)
    -2 | 7.5*
CCc1cc2c(SCC(=O)c3ccc(C)cc3)ncnc2s1
    -17 | i
C/C(=N/NS(=O)(=O)c1ccc(Cl)cc1)c1cccc(O)c1
    -21 | i
Cc1nc(CNS(=O)(=O)c2cc(F)ccc2F)cs1
    -13 | i
CCOC(=O)c1c(NC(=O)CN2CCCc3ccccc32)sc(C)c1C
    -24 | i
COC(=O)C1(Cc2ccccc2)NC(c2ccccc2C)C2C(=O)N(c3ccc4c(c3)OCO4)C(=O)C21 (centres undefined)
    3 | i
CCOc1ccccc1NC(=S)Nc1ncccc1C
    -19 | i
NC(=S)N/N=C\c1ccccc1OCc1ccccc1
    -9 | i
O=C(c1sc2ccccc2c1Cl)N1CCN(c2ccc(F)cc2)CC1
    -26 | i
COc1ccc(NC(=O)CC(C(=O)O)C(C)c2ccccc2)cc1 (centres undefined)
    . | i
O=C1COc2cc(S(=O)(=O)CCC(=O)N3CCCCC3)c(Cl)cc2N1
    -19 | i
COC(=O)c1ccccc1NC(=O)C1=CC(c2cccs2)=NS(=O)(=O)N1C
    -24 | i
Cc1ccc(CNC(=O)C2CCCN(S(=O)(=O)c3c(C)[nH]c(=O)[nH]c3=O)C2)cc1 (centres undefined)
    -18 | i
CCCCN(C(=O)COC(=O)CSc1ccc([N+](=O)[O-])cc1)c1c(N)n(CCC)c(=O)[nH]c1=O
    -14 | i
O=C1N/C(=N\N=C\c2ccco2)SC1Cc1ccc(F)cc1 (centres undefined)
    -20 | i
CCCCC1=CC2=CC(=O)C(C)(OC(=O)CC)C(=O)C2=CN1Cc1ccco1 (centres undefined)
    -9 | i
Cc1ccc(NC(=O)c2ccc(N3CCOCC3)c([N+](=O)[O-])c2)cc1S(=O)(=O)N1CCOCC1
    13 | i
COc1ccc(NC(=O)COC(=O)COc2ccc(Br)cc2)cc1
    2 | i
Cc1ccn2c(NCc3ccccc3)c(-c3cccs3)nc2c1
    -51 | i
CCCn1c2ccccc2c2nnc(SCC(=O)Nc3ncccn3)nc21
    -30 | i
O=C(c1ccccn1)N1CCCC(N2CCN(c3cccc(C(F)(F)F)c3)CC2)C1 (centres undefined)
    -42 | i
CCCCN(Cc1nc2ccccc2c(=O)[nH]1)C(=O)CN1C(=O)NC2(CCCCC2)C1=O
    -28 | .
c1ccc(-c2nnc3n2CCCC3)cc1
    -21 | i
COC(=O)c1cccc(NC(=O)c2ccc(S(=O)(=O)N3CCN(C)CC3)cc2)c1
    -23 | i
O=C(COC(=O)C1CCN(S(=O)(=O)c2ccc3c(c2)OCCO3)CC1)NC1CCS(=O)(=O)C1 (centres undefined)
    -3 | i
O=S(=O)(c1ccc(F)cc1)N1CCN(c2ccc(F)cc2)CC1
    -28 | i
O=C(N[C@@H](Cc1c[nH]c2ccccc12)C(=O)O)C1CCN(S(=O)(=O)c2cccs2)CC1
    -8 | i
CS(=O)(=O)N(CC(=O)N1CCCC1)c1cc(Cl)c(Cl)cc1Cl
    -6 | i

Profiles from above. Order of screens: OX1R antagonist | CHT PAM
CCc1cc2c(SCC(=O)c3ccc(C)cc3)ncnc2s1 as listed: -17 | i
CCOC(=O)c1c(NC(=O)CN2CCCc3ccccc32)sc(C)c1C as listed: -24 | i

Additional records:
The line under a structure holds: OX1R antagonist | CHT PAM
O=c1oc2cc(Br)ccc2n1CSC1=NCCS1
    -15 | i
CCN(c1ccccc1)S(=O)(=O)c1ccc(Cl)c(C(=O)NCC2CCCO2)c1 (centres undefined)
    -38 | i
COc1ccc(OC)c(C2=Nn3c(nnc3-c3cccc(OC(C)C)c3)SC2)c1
    -21 | i
COc1ccc(NS(=O)(=O)c2cccc3cccnc23)cc1
    -17 | i
CN(C)C(=O)c1nnsc1Sc1ccc(Cl)cc1
    -23 | i
C[C@H](CO)N1C[C@H](C)[C@@H](CN(C)S(=O)(=O)c2ccc(F)cc2)Oc2ccc(NC(=O)C3CCCCC3)cc2C1=O
    -39 | .
O=C(COC(=O)c1ccc[nH]c1=O)NC1CCCCCC1
    -12 | i
N#CCCNS(=O)(=O)c1ccc(C(=O)OCC2CCCCC2)cc1
    -8 | i
Cc1cc(C)n2nc(SCC(=O)N(C)c3ccccc3)nc2n1
    13 | i
Cc1cc(Cl)ccc1NC(=O)CCC(=O)N/N=C/c1cc([N+](=O)[O-])ccc1O
    -20 | i
CNC(=O)c1c(NC(=O)c2ccc(N3C(=O)CCC3=O)cc2)sc2c1CCCC2
    -19 | i
CCOc1ccc(NC(=O)Cn2nnc(-c3ccccc3NC(=O)C3CC3)n2)cc1
    -21 | i
COc1ccc(-c2nc3c4ccccc4[nH]c(=O)n3n2)cc1
    5 | i
OC(CCN1CCCC1)(c1ccccc1)C1CCCCC1 (centres undefined)
    -21 | i
CCOC(=O)c1ccc(N[C@@H]2CCN3C(=O)c4ccccc4[C@@H]3C[C@H]2O)cc1
    -18 | .
Nc1nnn(CC(=O)N/N=C/c2ccc(Cl)cc2Cl)n1
    -1 | i
COc1ccc(S(=O)(=O)Nc2ccc(NC(C)=O)cc2)cc1OC
    5 | i
Cc1ccc(C2=NS(=O)(=O)N(C)C(C(=O)NCc3ccco3)=C2)cc1
    -5 | i
Cc1ccc(Cn2c(N)nc3ccccc32)cc1
    -20 | i
COCC(C)NC(=O)/C(=C/c1ccccc1)c1ccccc1 (centres undefined)
    -13 | i
CC(NC(=O)c1ccc(Br)o1)C1CC2CCC1C2 (centres undefined)
    -31 | i
O=C(COC(=O)c1cncc(Br)c1)NCc1ccc2c(c1)OCO2
    -14 | i
O=S(=O)(Nc1cccc(Oc2cnccn2)c1)c1ccc(F)cc1
    -4 | i
CC(C)C[C@@H](C(=O)O)N(Cc1cccc(CN([C@@H](CC(C)C)C(=O)O)S(C)(=O)=O)c1)S(C)(=O)=O
    -9 | i
O=C(/C=C/c1cccc([N+](=O)[O-])c1)Nc1cccc(NC(=O)c2ccco2)c1
    -9 | i
O=C(CSc1nc2[nH]ncc2c(=O)[nH]1)Nc1ccc(OC(F)(F)F)cc1
    0 | i
COC1=CC(=O)C(O)=C(CCCCCCC/C=C/CCCCCCCC2=C(O)C(=O)C=C(OC)C2=O)C1=O
    4 | i
Cn1ccsc1=NC(=O)c1ccc(S(C)(=O)=O)cc1
    -2 | i
CCC[N+](CC#Cc1ccccc1)(CCC)CC(=O)OCC
    -10 | i
OC(CNCc1ccccc1Cl)C(F)(F)F (centres undefined)
    -8 | i

Quoted from above (three entries):
The line under a structure holds: OX1R antagonist | CHT PAM
Cn1ccsc1=NC(=O)c1ccc(S(C)(=O)=O)cc1
    -2 | i
CCC[N+](CC#Cc1ccccc1)(CCC)CC(=O)OCC
    -10 | i
OC(CNCc1ccccc1Cl)C(F)(F)F (centres undefined)
    -8 | i

Continued:
The line under a structure holds: OX1R antagonist | CHT PAM
CCCCSCc1nc2ccccn2c1Br
    -11 | i
Cc1ccc(S(=O)(=O)CCC(=O)OCC(=O)NCCc2ccc(S(N)(=O)=O)cc2)cc1
    -8 | .
CC(=O)NCCc1nc2cc(NC(=O)c3cccc([N+](=O)[O-])c3)ccc2n1C
    . | i
Cc1ccc(C(=O)Nc2ccc(N3CCCCC3)cc2)cc1
    3 | .
CCOC(=O)C1CCCn2c1nc1sc3c(c1c2=O)CCCC3 (centres undefined)
    -23 | i
Cc1ccccc1NC1=NC(C)(C)N=C(N)N1
    7 | i
O=C(O)c1ccc(N/N=C/C=C/c2ccc([N+](=O)[O-])o2)cc1
    49* | i
c1ccc2c(c1)Cn1c-2nc2ccccc21
    -1 | i
O=C(N/N=C/c1cccc([N+](=O)[O-])c1)c1ccc(Br)cc1
    -5 | i
CC(=O)N1CCN(c2cc(N3CCCC3)c(F)cc2[N+](=O)[O-])CC1
    -24 | i
Cc1ccc(CSc2nnc(-c3ccccn3)n2C)cc1
    -7 | i
CCN(CC)c1ccc(NC(=O)c2ccco2)c(C)c1
    -8 | i
CN1CCn2c1nc(N1CCOCC1)nc2=O
    -1 | i
Cc1cccc(C(=O)NCC(C)NC(=O)c2cccc(C)c2)c1 (centres undefined)
    -19 | i
O=S(=O)(c1cccc(Cl)c1)N1CCN(S(=O)(=O)c2ccc3c(c2)OCCO3)CC1
    -9 | .
CC(=O)c1ccc(NC(=O)N2CCN(c3ccc(C)cc3)C(C)C2)cc1 (centres undefined)
    1 | i
O=C(NC1CCCCC1)C(c1ccccc1)N(C(=O)c1csnn1)C1CC1 (centres undefined)
    -5 | i
Cc1ccc(-n2[nH]c(C)c(C=Nc3ccc(Br)cn3)c2=O)cc1
    -12 | i
Cc1ccc(-c2nnn(CC(=O)N3C(C)CCCC3C)n2)cc1 (centres undefined)
    -15 | i
Cn1c(=O)c2c(SCc3ccccn3)nc(C3CC3)nc2n(C)c1=O
    -30 | i
COc1ccccc1NC(=O)Nc1ccc2c(c1)nc(C)n2C
    -11 | i
COc1cc(Cl)c(C)cc1NC(=O)CSc1sc2c(O)cc(=O)[nH]c2c1C#N
    2 | i
CC(=O)OC(C[N+]1(C)CCCCCC1)c1ccccc1 (centres undefined)
    -20 | i
